Assay outcomes (PubChem BioAssay)
mABHD4 FP – ABHD4 (mouse) inhibition, primary FP screen | Q8VD66 | purified mABHD4, FP-Rh probe fluorescence polarization | inhibition, % at 8.92 µM | actives 0.54% (n = 370,000);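 active = inhibition exceeding the mean over every tested compound plus 3 SD, cut at about 30% in these data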;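 also: 0% = plate median of compound wells and 100% = S159A mutant with DMSO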
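system = mouse ABHD4 enzyme, wild type | medium = HEPES pH 7.0, NaCl, Pluronic buffer | also added = FP-Rh probe | incubation = Enzyme–compound pre-incubation 45 min, then probe 60 min, both 25 °C | technique = fluorescence polarization, excitation 525 nm, emission 598 nm, BODIPY TMR filters | controls = S159A mutant high control, sample median low control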
PRMT1 inh – inhibitors of human PRMT1. actives 1.3% (n = 370,000). inhibition, % at 2.79 µM. recombinant PRMT1, activity-based probe fluorescence polarization;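 active = inhibition above about 21% made by adding two undisclosed values, limit read from the data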
Target sequence (Q99873 whole entry, looked up): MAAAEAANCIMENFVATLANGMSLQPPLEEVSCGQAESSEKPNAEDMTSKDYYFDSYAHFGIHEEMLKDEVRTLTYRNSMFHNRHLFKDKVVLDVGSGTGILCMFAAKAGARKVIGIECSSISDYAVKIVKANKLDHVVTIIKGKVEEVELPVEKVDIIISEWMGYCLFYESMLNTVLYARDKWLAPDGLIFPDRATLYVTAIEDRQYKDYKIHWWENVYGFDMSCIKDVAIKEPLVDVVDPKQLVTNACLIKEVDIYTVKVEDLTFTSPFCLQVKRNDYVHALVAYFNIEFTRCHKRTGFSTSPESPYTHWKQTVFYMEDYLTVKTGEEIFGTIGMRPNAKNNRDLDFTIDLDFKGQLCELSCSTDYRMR
PG9 Ab binder – binds the HIV-1 gp120 antibody PG9 | inhibition, % at 6.7 µM | TR-FRET gp120-PG9 antibody binding | actives 0.43% (n = 360,000); in the data active = inhibition above about 8.5%
TCR-CD3 inh – blocks the human TCR-CD3 interaction; TAMRA-labeled TCR probe fluorescence, biochemical; inhibition, % at 9.4 µM; actives 0.37% (n = 360,000); in the data active = inhibition above about 19%;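 also: recombinant mutant TCR 2C K166C tagged with TAMRA read by polarization; 0% = receptor in buffer alone and 100% = receptor with positive control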
rCAG binder – molecules binding r(CAG) RNA repeats; r(CAG) RNA repeat, TO-PRO-1 dye displacement fluorescence; inhibition, % at 3 µM; actives 1.3% (n = 370,000);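 active = inhibition above the plate cutoff, the mean of all test compounds on that plate plus 3 SD, cut at about 35% in these data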;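 also: 0% = DMSO alone and 100% = 100 µM mitoxantrone as full dye displacement; higher means more dye released from RNA so lower well fluorescence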
NR1D1 modulator – modulators of human Rev-erb alpha DNA binding; Rev-erbα–FITC-DNA binding, fluorescence polarization, 90 min; activity, % at 10 µM; actives 0.79% (n = 370,000); AID 1259318;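 active = activity above about 14%, limit read from the data; passing the limit was not always enough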;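 also: 0% = DMSO wells with 35 nM protein and 100% = DMSO wells with 750 nM protein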
HTRA1 inhibitor – inhibitors of human serine peptidase HTRA1; recombinant HTRA1, FP-rhodamine activity-based probe, fluorescence polarization; actives 0.5% (n = 340,000); inhibition, % at 5.96 µM; in the data active = inhibition above about 36%;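 also: 0% = enzyme with DMSO and 100% = wells lacking enzyme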
MBD2 inh – MBD2-methylated oligo binding inhibition; TR-FRET, MBD2 binding to methylated oligonucleotide; actives 0.31% (n = 370,000); inhibition, % at 4.4 µM; Q9UBB5; in the data active = inhibition above about 13%
Target sequence (Q9UBB5 whole entry, looked up): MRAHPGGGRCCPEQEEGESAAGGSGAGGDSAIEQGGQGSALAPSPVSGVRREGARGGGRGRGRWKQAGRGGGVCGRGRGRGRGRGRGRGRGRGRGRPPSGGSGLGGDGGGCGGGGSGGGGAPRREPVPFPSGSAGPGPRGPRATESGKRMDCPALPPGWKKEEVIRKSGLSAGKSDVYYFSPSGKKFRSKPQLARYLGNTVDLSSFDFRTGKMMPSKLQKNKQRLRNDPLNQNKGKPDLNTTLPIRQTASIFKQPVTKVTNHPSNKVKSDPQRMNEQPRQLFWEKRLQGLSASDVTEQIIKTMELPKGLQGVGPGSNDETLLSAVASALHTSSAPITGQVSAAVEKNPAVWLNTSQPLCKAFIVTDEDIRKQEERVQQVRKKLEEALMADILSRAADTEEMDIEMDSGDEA
UHRF1 MBD2 ctr – UHRF1 methyl-DNA binding inhibition | Q96T88 | UHRF1 binding to methylated oligo, TR-FRET | inhibition, % at 4.4 µM | actives 0.75% (n = 370,000); in the data active = inhibition above about 21%;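 also: UHRF1 SRA domain binding a hemimethylated CpG hairpin DNA probe; 0% = median of test compound wells and 100% = reference inhibitor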
LEDGF integ inh – blocks HIV-1 LEDGF/p75-dependent DNA integration; inhibition, % at 3.7 µM; TR-FRET IN-LEDGF/p75 DNA integration, Eu/Cy5; actives 0.64% (n = 370,000);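 active = inhibition above the screen-wide mean plus 3 SD, cut at about 13% in these data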;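 also: signal is the Cy5 over europium emission ratio at 671 and 618 nm; 0% = plate median of compound wells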
* = called active by the depositor; . = no result given. A portion of the library; the hit share may differ from the screen's.

SMILES | mABHD4 FP | PRMT1 inh | PG9 Ab binder | TCR-CD3 inh | rCAG binder | NR1D1 modulator | HTRA1 inhibitor | MBD2 inh | UHRF1 MBD2 ctr | LEDGF integ inh
COC(=O)c1nn(-c2ccc(OC)cc2)c(=O)c2c(N)sc(C)c12 | -8 | 25* | -2.0 | -7 | 8 | 7 | -2 | 0 | 0 | 2
CCc1nc2ccc(C(=O)NC3CCN(Cc4ccccc4)CC3)cn2c1N(C)Cc1ccc(N(C)C)cc1 | 3 | -7 | -1.0 | 1 | 5 | 5 | . | -5 | -2 | 4
CCC(=O)N1CCc2cc(OC)c(OC)cc2C1COc1ccc(C(=O)OC)cc1 (stereo unspecified) | 4 | -5 | 0.3 | 3 | -8 | -2 | 3 | 0 | 1 | -2
O=C(CC1c2ccccc2Oc2ccccc21)Nc1ccccc1F | -8 | 3 | 2.3 | -6 | -1 | 2 | -2 | 1 | 2 | 1
OCc1cn(-c2ccccc2)nc1-c1cccnc1 | 7 | -1 | -0.4 | 0 | 0 | -3 | 2 | -1 | 1 | 0
NS(=O)(=O)c1ccc(CCNC(=O)COC(=O)/C=C/c2cc(Br)ccc2F)cc1 | 0 | 2 | -1.5 | 0 | 5 | -2 | . | -2 | 1 | -1
COc1ccccc1NC(=O)Cn1nnc(C(=O)Nc2ccccc2)c1N | 2 | 1 | 0.7 | -12 | 1 | -3 | -5 | 4 | -1 | -2
COc1ccc(C(=O)OCC(=O)NCc2ccco2)cc1OC | 3 | -1 | 0.7 | 6 | 4 | -11 | 4 | 1 | 6 | 5
O=C(COC(=O)c1nc(Cl)ccc1Cl)c1ccc(Cl)s1 | -20 | -1 | -1.7 | -10 | 13 | 0 | -1 | 1 | 1 | 5
Cc1ccc(S(=O)(=O)N(C)c2ccc(NS(C)(=O)=O)cc2)cc1 | -1 | 1 | -0.6 | 1 | 0 | -3 | 0 | -4 | -1 | -1
O=C(CN1CCc2ccccc21)NC(=O)NC1CCCCC1 | 7 | 0 | -2.8 | 8 | 6 | -2 | -3 | -9 | -2 | 4
O=C(NCC(=O)N1CCC(N2CCCCC2)CC1)C1CCCCC1 | 4 | -3 | -1.9 | 10 | -3 | 1 | 3 | -4 | 0 | -2
COc1ccc(S(=O)(=O)NC2CCN(C#N)CC2)cc1 | 1 | -4 | . | . | . | -2 | . | 1 | 1 | 2
CC1CN(C2CCCCC2)c2nc3c(c(=O)[nH]c(=O)n3C)n2C1 (stereo unspecified) | -6 | 1 | 0.3 | -7 | -2 | -2 | -4 | 1 | 2 | 0
COc1ccc(Nc2nc(C)cc(C)c2C(N)=O)c(OC)c1 | -2 | 1 | -3.5 | -3 | -5 | 5 | 2 | 5 | 1 | -4
O=C(COC(=O)Cc1ccc(S(=O)(=O)N2CCOCC2)s1)NCc1ccc(Cl)cc1 | -3 | 3 | 0.2 | -6 | 16 | 0 | -16 | 2 | 5 | 1
O=S1(=O)N=C(N2CCCC2)c2ccccc21 | -7 | -2 | -3.3 | -1 | -1 | 3 | 11 | -5 | 0 | 4
Cc1ccc(C(=O)/C=C/Nc2cccc([N+](=O)[O-])c2)o1 | 4 | 3 | -2.0 | -8 | 3 | -3 | -13 | -3 | 4 | 2
O=C1Nc2ccccc2S/C1=C/NCc1ccccc1Cl | 1 | 20 | -0.9 | 0 | 0 | -4 | 2 | -1 | -3 | 0
CC(=O)N1CCOc2ccc(S(=O)(=O)N(C)c3ccc(C)cc3)cc21 | 5 | 3 | 4.6 | 4 | -2 | -2 | 5 | -4 | 1 | 0
Cc1cc(O)ccc1NC1=CC(=O)CC(C)(C)C1 | 8 | 1 | -0.3 | 3 | 2 | 10 | 6 | -8 | -3 | 0
C[C@H](CO)N1C[C@H](C)[C@@H](CN(C)Cc2ccc(F)cc2)Oc2ncc(Br)cc2C1=O | 6 | 1 | 0.4 | -6 | -1 | 3 | 3 | -2 | 0 | 0
N#C/C(=C\c1c(Cl)cccc1Cl)c1nc2ccccc2o1 | 5 | 5 | -0.2 | -3 | 4 | -2 | -11 | 1 | 9 | -3
O=C(NNC(=O)c1ccc(F)c(S(=O)(=O)N2CCOCC2)c1)c1ccc(Br)cc1 | 1 | 1 | 0.4 | -1 | 5 | -1 | 5 | 1 | -2 | 1
CCc1nc(C#N)c(N2CCOCC2)o1 | 8 | 2 | 1.9 | -5 | -4 | -3 | 9 | -5 | 2 | -2
CN(C)Cc1ccccc1Sc1cccc2ccccc12 | 8 | 0 | 0.3 | -2 | -7 | 0 | -4 | 0 | -3 | 1
N#Cc1c(Nc2ccccc2)c(C=O)c[nH]c1=O | 0 | -2 | -0.2 | 11 | 0 | 5 | -1 | 2 | 1 | -2
CC1=C(C(=O)OCc2ccccc2)C(/C=C/c2ccccc2)N2C(=O)CCSC2=N1 (stereo unspecified) | -4 | -2 | -1.6 | 0 | 3 | 3 | -28 | -4 | -1 | 2
COC(=O)c1cccc([N+](=O)[O-])c1CS(=O)(=O)c1ccc(C)cc1 | 2 | 4 | 0.1 | -7 | -3 | 1 | -2 | -1 | 0 | 0
CC1(C)Cc2nc3oc4c(NCCCN5CCOCC5)ncnc4c3cc2CO1 | 6 | -2 | -2.5 | 7 | -6 | -2 | 1 | -3 | 5 | 1
CCCCC[C@H](C)N1C[C@H](COCc2ccccc2)Oc2cc(N3CCC[C@@H]3CO)ccc2S1(=O)=O | -19 | -1 | -3.2 | -1 | 6 | 5 | . | -1 | 1 | -3
Cc1cc(C(=O)COC(=O)CC2Sc3ccccc3NC2=O)c(C)n1-c1ccc(Br)cc1 (stereo unspecified) | -13 | -1 | 2.1 | -8 | 11 | -3 | -41 | 1 | -1 | 0
COc1ccc(S(=O)(=O)N(Cc2ccccc2)c2ccccc2C(=O)Nc2ccccc2C(=O)NCc2ccco2)cc1 | -4 | 1 | -0.8 | -2 | 10 | -2 | -54 | 5 | 3 | -1
O=C(O)CCC(=O)Nc1ccc(-c2nnc(-c3ccco3)o2)cc1 | 2 | 1 | -0.8 | 12 | 4 | -3 | 7 | 1 | -2 | 0
Cc1nc(Oc2ccc(Cl)cc2)c2oc3ccccc3c2n1 | -6 | -4 | 1.0 | 1 | 1 | 1 | -2 | 0 | -2 | -1
Cc1ccc(NC(=O)C(C)Sc2nc3nc(C)cc(C)n3n2)cc1 (stereo unspecified) | 3 | -1 | 1.7 | 4 | 4 | 3 | 1 | 4 | 2 | 4
C[N+]1(C)CC2=Cc3ccccc3CC2C1 (stereo unspecified) | 4 | -1 | 1.4 | 2 | -4 | 1 | 1 | 2 | -1 | -3
O=C(c1cccs1)N1CCCc2ccccc21 | -12 | -3 | -0.7 | -5 | -4 | 2 | 2 | 0 | 2 | 1
CCc1nnc(NC(=O)CSc2nc3ccc(OC)cc3[nH]2)s1 | -3 | -2 | 0.9 | -4 | 5 | -2 | -3 | -3 | 5 | -2
COc1ccc(NCc2nnc(SCC(=O)c3ccc(C)cc3)o2)cc1 | 5 | 7 | 0.8 | 2 | 9 | 4 | -15 | 0 | -5 | 0

Two successive entries from above, for reference:
SMILES | mABHD4 FP | PRMT1 inh | PG9 Ab binder | TCR-CD3 inh | rCAG binder | NR1D1 modulator | HTRA1 inhibitor | MBD2 inh | UHRF1 MBD2 ctr | LEDGF integ inh
O=C(c1cccs1)N1CCCc2ccccc21 | -12 | -3 | -0.7 | -5 | -4 | 2 | 2 | 0 | 2 | 1
CCc1nnc(NC(=O)CSc2nc3ccc(OC)cc3[nH]2)s1 | -3 | -2 | 0.9 | -4 | 5 | -2 | -3 | -3 | 5 | -2

(further entries)
SMILES | mABHD4 FP | PRMT1 inh | PG9 Ab binder | TCR-CD3 inh | rCAG binder | NR1D1 modulator | HTRA1 inhibitor | MBD2 inh | UHRF1 MBD2 ctr | LEDGF integ inh
OC(C#CCN1CCCC1)c1ccccc1 (stereo unspecified) | 4 | -4 | -1.6 | -2 | -2 | 0 | -4 | 8 | 7 | 2
CC(C)(C)NC(=O)C(c1ccc(C(F)(F)F)cc1)n1c(=O)c(-c2ccccc2)nc2ccccc21 (stereo unspecified) | 1 | -3 | 0.7 | -4 | 3 | 0 | . | -8 | 1 | 6
O=C(c1ccco1)N1CCN(C2CC(=O)N(c3ccccc3)C2=O)CC1 (stereo unspecified) | 4 | 8 | -0.3 | -3 | -3 | -2 | 4 | -2 | 3 | -1
Cc1cc(NC(=O)CN(C)CCOc2ccccc2)ccc1Br | 0 | 1 | 0.2 | 7 | -4 | -8 | -14 | 2 | 0 | 2
CC(=C1SC(=S)NC1=O)c1ccccc1 | -9 | 0 | -1.1 | -8 | 1 | 1 | -9 | 0 | -2 | 1
CCOC(=O)C1CCN(C(=O)CCNC(=O)Cn2cnc3ccccc3c2=O)CC1 | 0 | -3 | -0.6 | -4 | 2 | 1 | -9 | -3 | -2 | -2
COc1ccc(-n2c(Cc3cccn3C)nnc2SCC(=O)Nc2cccc(OC)c2)cc1 | -3 | 0 | -1.4 | 1 | 4 | 2 | -8 | -1 | 0 | -2
COCCN(C(=O)CCC(=O)Nc1ccccn1)C(C(=O)NCCC(C)C)c1ccc(OC)cc1 (stereo unspecified) | 7 | -1 | -1.0 | 3 | -10 | -2 | 3 | 0 | -2 | -2
OC(COc1ccc2c(c1)OCO2)CN1CCCC1 (stereo unspecified) | -2 | -1 | 1.4 | 13 | 2 | -4 | 6 | -3 | 0 | 0
CC(C)CN(C(=O)CN(C)C(=O)Cc1c(F)cccc1Cl)c1c(N)n(CC(C)C)c(=O)[nH]c1=O | 2 | -1 | 1.8 | 10 | 2 | -9 | -2 | -1 | 0 | 8
Cc1c(NC(=O)Cn2[nH]c(=O)c3ccccc3c2=O)c(=O)n(-c2ccccc2)n1C | 1 | 5 | -2.3 | 8 | 0 | -3 | -2 | 1 | -3 | 1

Filtered by structure: the entries above containing a furan ring, fused or not
SMILES | mABHD4 FP | PRMT1 inh | PG9 Ab binder | TCR-CD3 inh | rCAG binder | NR1D1 modulator | HTRA1 inhibitor | MBD2 inh | UHRF1 MBD2 ctr | LEDGF integ inh
COc1ccc(C(=O)OCC(=O)NCc2ccco2)cc1OC | 3 | -1 | 0.7 | 6 | 4 | -11 | 4 | 1 | 6 | 5
Cc1ccc(C(=O)/C=C/Nc2cccc([N+](=O)[O-])c2)o1 | 4 | 3 | -2.0 | -8 | 3 | -3 | -13 | -3 | 4 | 2
CC1(C)Cc2nc3oc4c(NCCCN5CCOCC5)ncnc4c3cc2CO1 | 6 | -2 | -2.5 | 7 | -6 | -2 | 1 | -3 | 5 | 1
COc1ccc(S(=O)(=O)N(Cc2ccccc2)c2ccccc2C(=O)Nc2ccccc2C(=O)NCc2ccco2)cc1 | -4 | 1 | -0.8 | -2 | 10 | -2 | -54 | 5 | 3 | -1
O=C(O)CCC(=O)Nc1ccc(-c2nnc(-c3ccco3)o2)cc1 | 2 | 1 | -0.8 | 12 | 4 | -3 | 7 | 1 | -2 | 0
Cc1nc(Oc2ccc(Cl)cc2)c2oc3ccccc3c2n1 | -6 | -4 | 1.0 | 1 | 1 | 1 | -2 | 0 | -2 | -1
O=C(c1ccco1)N1CCN(C2CC(=O)N(c3ccccc3)C2=O)CC1 (stereo unspecified) | 4 | 8 | -0.3 | -3 | -3 | -2 | 4 | -2 | 3 | -1
